# CHX counter = Cycloheximide Counterscreen for Small Molecule Inhibitors of Shiga Toxin | hit rate 12% among 300,000 | cell reporter, cycloheximide protein synthesis inhibition counterscreen | max response, %; in the data active means max response mostly above about 13%, no sharp cut-off; inactive means mostly below about 14%; further: read at 38.3 µM for the half of the compounds with a filed dose; 0% is about no effect
# LmPK inh = qHTS Assay for Inhibitors of Leishmania Mexicana Pyruvate Kinase (LmPK). Q27686. hit rate 0.37% among 290,000. purified LmPK, Kinase-Glo ATP luminescence, 1 h. Potency, µM (series often up to 57.5 µM), for inactives: at the top dose activity change, negative = inhibition, hits mostly inhibitors; further: potency means the concentration at half of the fitted maximal effect; on the % scale 0 is the no-effect control and ±100 the full control effect
# Target sequence (Q27686 whole entry, looked up): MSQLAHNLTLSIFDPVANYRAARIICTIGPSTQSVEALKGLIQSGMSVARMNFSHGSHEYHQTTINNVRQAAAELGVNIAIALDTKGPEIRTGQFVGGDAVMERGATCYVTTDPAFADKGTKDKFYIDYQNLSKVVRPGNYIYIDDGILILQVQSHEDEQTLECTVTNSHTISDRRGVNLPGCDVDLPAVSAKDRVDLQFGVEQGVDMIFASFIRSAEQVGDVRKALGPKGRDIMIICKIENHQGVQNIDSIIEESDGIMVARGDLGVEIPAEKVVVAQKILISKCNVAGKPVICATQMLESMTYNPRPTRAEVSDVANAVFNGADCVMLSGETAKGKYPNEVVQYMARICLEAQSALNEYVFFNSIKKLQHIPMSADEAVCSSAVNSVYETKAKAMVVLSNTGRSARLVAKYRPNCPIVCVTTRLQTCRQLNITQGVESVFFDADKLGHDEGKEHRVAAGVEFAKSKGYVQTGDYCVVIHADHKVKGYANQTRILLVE
#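 qHTS format; LmPK 0.1 nM; substrates PEP 0.5 mM and ADP 0.1 mM. One-hour room-temperature incubation, then coupled luciferase luminescence; 0.5 nM enzyme wells mark activation.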
# AMA1 RON2 block = qHTS for Inhibitors of AMA1-RON; Towards Development of Antimalarial Drug Lead: Primary Screen | hit rate 0.2% among 360,000 | AID 720542, 2013 | AlphaScreen AMA1-biotinylated RON2 peptide binding | Potency, µM (titrated, usually from 58.2 µM), for inactives: top-dose activity change, negative = inhibition, usual class: inhibitors;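 further: potency means the concentration at half of the fitted maximal effect; 0% = vehicle wells and -100% = peptide control; nearly all actives have a fitted effect of over 45% in size; some results filed as inactive show a strong effect at the top dose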
#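 AMA1 (3D7) with his tag at 25 nM final met compounds first, then biotinylated RON2 peptide at 25 nM; detection used donor plus acceptor beads, 10 µg/mL apiece, read by AlphaScreen after 30 min at room temperature.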
# Shiga toxin inh = A qHTS for Small Molecule Inhibitors of Shiga Toxin. Vero cells, Shiga toxin protein synthesis inhibition reporter. inhibition, % at 38.7 µM. hit rate 9.2% among 290,000. AID 2315, 2010; in the data active means inhibition mostly above about 28%, no sharp cut-off; inactive means mostly below about 43%; further: 0% is about no effect
# Pf growth 48h = Primary qHTS for delayed death inhibitors of the malarial parasite plastid, 48 hour incubation; P. falciparum luciferase growth in erythrocytes, 48 h; Potency, µM (series often up to 28.7 µM), for the others: at the top dose activity change, negative = inhibition, usual class: inhibitors; hit rate 5.9% among 310,000; AID 504832, 2011; further: potency means the concentration at half of the fitted maximal effect; on the % scale 0 is the no-effect control and ±100 the full control effect
#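 Luciferase-expressing parasites in RBCs, 2% Hct / 0.1% parasitemia final; RPMI 1640 + 0.5% Albumax; 37 C, 5% CO2, one generation; luminescence read-out, lower signal = inhibition.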
# Tb PYK inh = qHTS of Trypanosoma Brucei Inhibitors; pyruvate kinase (Trypanosoma brucei), Q57TT1; TbPYK enzyme, Kinase-Glo Plus ATP luminescence, 45 min; Potency, µM (doses to about 76.8 µM), for inactives: at the highest dose activity, negative = inhibition, hits mostly inhibitors; hit rate 0.12% among 410,000; AID 624173, 2012; further: potency means the concentration at half of the fitted maximal effect; on the % scale 0 is the no-effect control and ±100 the full control effect; nearly all actives have a fitted effect of over 50% in size
#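 T. brucei PYK with substrate was exposed to pin-transferred compounds across a concentration series, then started with 130 uM ADP (final). After 45 min at room temperature, Kinase-Glo Plus luminescence was read, normalized and curve-fitted.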
# Pf growth 96h = Primary qHTS for delayed death inhibitors of the malarial parasite plastid, 96 hour incubation. hit rate 6.9% among 320,000. Potency, µM (series often up to 28.7 µM), without a hit: top-dose activity change, negative = inhibition, usual class: inhibitors. P. falciparum luciferase reporter growth, 96 h. AID 504834, 2011; further: potency means the concentration at half of the fitted maximal effect; on the % scale 0 is the no-effect control and ±100 the full control effect
#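 Infected RBCs, 2% Hct / 0.05% parasitemia final; luciferase-reporter P. falciparum; cpd 96 h, 37 C, 5% CO2; luciferase detection reagent; luminescence.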
# * = called active by the depositor; u = inconclusive; x = not tested or not shown; & = joins results of further samples; [ ] = another dose, or the depositor's remark. Unless noted, the call rests on the fitted dose curve; in most records, active means well fitted curve in the direction sought with a large enough effect; inconclusive means small, poorly fitted or top-dose-only effect, or another doubt; inactive means no such curve, though single readings can be large; an effect the other way counts as inactive or inconclusive.
SMILES,CHX counter,LmPK inh,AMA1 RON2 block,Shiga toxin inh,Pf growth 48h,Tb PYK inh,Pf growth 96h
CCOC(=O)Cn1c(=O)c2c(nc(N3CCCCC3)n2Cc2ccccc2)n(C)c1=O,-8,8%,-7%,12,5.2µM*,-7%,u
CC1C2Cn3c(nc4ccccc43)C1N(C)O2 (centres undefined),10,-6%,7%,1,82%[activator],-4%,79%[activator]
Cc1ccccc1CSc1nnc2ccc(-c3ccncc3)nn12,-2,-4%[11.5 µM],3%,-21,u,0%,u
Clc1cccc(N=NN2CCOCC2)c1Cl,20*,-4%,6%,13,u,1%,26%
Cc1ccc(Nc2nnc(SCn3nnc4ccccc4c3=O)s2)cc1,31*,7%,-16%,116*,x,2%,18%
COc1cc(C=O)ccc1Oc1cnccn1,-2,-1%,9%,16,7%,-6%,3%
Cc1ccc(C)c(NS(=O)(=O)c2cc(C(=O)N3CCc4ccccc4C3)ccc2Cl)c1,-5,4%,-7%,9,-15%,-1%,u
COc1ccc(C(C)=O)cc1COC(=O)c1cnc(Cl)c(Cl)c1,1,-2%,27%,-15,-7%,-1%,-7%
Cc1ccc(/C=C/C(=O)Nc2ccc(S(=O)(=O)Nc3cc(C)nc(C)n3)cc2)cc1,8,-2%,-7%,-6,3%,-11%,19%
Cc1ccc(C)c(CN2C(=O)CSc3ccc(C(=O)NCCN4CCOCC4)cc32)c1,3,8%,13%,-9,0%,-1%,u
O=C(Nc1ccc(NC(=O)c2ccccc2F)cc1)c1ccccc1F,13,-7%,0%,-6,23%,-6%,u
CCn1c(SCC(=O)NC2CC2)nnc1-c1ccncc1,5,0%,-7%,7,-1%,2%,31%[activator]
CCOP(=O)(OCC)C(NC(=O)Nc1ccc(Cl)cc1)C(=O)N(CC)CC (centres undefined),2,2%,-5%,-13,35%[activator],-5%,46%[activator]
CC12CCC(=O)N1C(C(=O)NNC(=O)c1ccc(F)cc1)CS2 (centres undefined),x,x,18%,x,16%,1%,42%[activator]
CC(Cc1cccs1)NC(=O)Nc1ccc(F)cc1 (centres undefined),50*,8%,-7%,48,x,6%,17%
Nc1cc(S(=O)(=O)N2CCCCC2)ccc1N1CCOCC1,-3,0%,27%,15,-13%,1%,39%[activator]
Cc1cc2c(c(SCC#N)n1)C(=O)OC2,-3,-4%,-3%,-8,143%[activator],-8%,u
COc1ccccc1-n1cnnc1SCC(=O)NC1CCCCC1,x,x,-4%,x,u,-1%,-18%
COc1ccc(CN2CCC(Oc3ccc(C(=O)NCc4ccccn4)cc3)CC2)c(F)c1,1,-2%,26%,-14,-16%,-1%,u
Cn1cnnc1SCC(=O)c1ccc(O)c(O)c1,-2,0%,-23%,-3,26%,-9%,u
CCOC(=O)c1c(NC(=O)COC(=O)c2ccc(O)cc2)sc(C(=O)N(C)C)c1C,5,0%,-7%,12,12µM*,1%,u
Cc1cccc(NC(=O)N2C3CCCC2CC(NC(=O)C(C)(C)C)C3)c1 (centres undefined),-1,6%,-3%,-12,-24%,0%,u
OC(c1ccccc1)(c1ccccc1)C1CCCN1 (centres undefined),48,-18%,-1%,54,98%[activator],-7%,212%[activator]
CCCn1c(SCC(=O)NCC(=O)Nc2ccc(F)c(F)c2F)nc2ccccc2c1=O,x,x,7%,x,-7%,-4%,-35%
O=C(NC(Cc1ccccc1)c1nc2ccccc2[nH]1)c1ccc(Cl)c([N+](=O)[O-])c1 (centres undefined),1,2%,-4%,4,-19%,-3%,u

# Continued, overlapping the part above by three compounds.
SMILES,CHX counter,LmPK inh,AMA1 RON2 block,Shiga toxin inh,Pf growth 48h,Tb PYK inh,Pf growth 96h
OC(c1ccccc1)(c1ccccc1)C1CCCN1 (centres undefined),48,-18%,-1%,54,98%[activator],-7%,212%[activator]
CCCn1c(SCC(=O)NCC(=O)Nc2ccc(F)c(F)c2F)nc2ccccc2c1=O,x,x,7%,x,-7%,-4%,-35%
O=C(NC(Cc1ccccc1)c1nc2ccccc2[nH]1)c1ccc(Cl)c([N+](=O)[O-])c1 (centres undefined),1,2%,-4%,4,-19%,-3%,u
CCCn1cc(S(=O)(=O)c2ccc(OC)cc2)c(=O)c2cc(OC)ccc21,-1,1%,13%,4,-4%,-2%,13%
CCC1CN(C(=O)N2CCC(C(=O)NCc3ccco3)CC2)c2cc(C)ccc2O1 (centres undefined),-8,-1%,-10%,-4,-24%,0%&1%,13µM*
CCC(C)C(NC=C1C(=O)OC(C)(C)OC1=O)C(=O)O (centres undefined),-2,5%,36%[activator],-3,6%,0%,x
Cc1ccc(C)c(N2N=C(C(=O)OCc3nnc(-c4ccccc4)o3)CCC2=O)c1,x,x,2%,x,-3%,1%,16%
Cc1cc(C)c(OCCCCN(C)C)c(Br)c1,-1,-1%,-6%,-7,-14%,7%,6%
Cc1c(N/C(=N/S(=O)(=O)c2ccc(Cl)cc2)c2ccccc2)c(=O)n(-c2ccccc2)n1C,13,0%,x,7,-5%,x,3%
CCCCOc1ccc(OC(=O)c2cccnc2)cc1,3,4%,3%,4,u,-4%,-31%
O=C(NCc1ccc(F)cc1)C(Cc1ccccc1)NS(=O)(=O)c1cccs1 (centres undefined),-2,14%,0%,-2,x,-5%,u
COc1cccc2c(=O)n(CC(=O)Nc3cccc(F)c3)ccc12,2,6%,-5%,5,x,-3%,u
CCOC(=O)C1=C(O)/C(=C/c2ccc(-c3ccccc3C(=O)O)o2)SC1=Nc1ccc(OC)cc1,-7,2%,-15%,-14,-21%,-12%,1%
CCN1CCc2nc(SCC(=O)Nc3ccc(OC)cc3)c(C#N)cc2C1,0,1%,48%[activator],12,-2%,6%,0%
CCN(Cc1nc2ccccc2n1C)c1ccccc1,8,0%,-4%,x,u,-2%,-9%
COc1ccc(Cn2c(O)c(/C=C3/C=CC=N3)c(=O)[nH]c2=O)cc1,1,-1%,-12%,4,17%,-6%,7%
O=C(O)[C@H]1CCCC[C@H]1C(=O)Nc1ccc(Nc2ccccc2)cc1,-3,4%,-7%,12,-2%,0%,-8%
COc1ccc(Cc2noc(-c3ccc(OC)c(OC)c3)n2)cc1OC,1,2%,-2%,-8,-8%,4%,19%
O=C(CC1C(=O)NCCN1Cc1cccc(F)c1)NCCCOc1cccnc1 (centres undefined),1,0%,15%,-14,9%,-9%,u
Cc1nc2sccn2c(=O)c1S(=O)(=O)Nc1ccc(N2CCN(C)CC2)cc1,1,0%,17%,12,-1%,5%&2%,25%
CCOC(=O)C(CC(=O)Nc1nc(C(C)=O)c(C)s1)C(C)c1ccccc1 (centres undefined),-3,-3%,-5%,-10,u,3%,u
Cc1cccc(-n2ccc(=O)c(C(=O)O)n2)c1,-2,-9%,-14%,-4,21%,2%,24%
O=C(O)c1ccccc1SCc1csc(-c2ccccc2)n1,32*,-4%,-2%,38,21%,-8%,39%[activator]
O=C(NCC(=O)N1CCCC(C(F)(F)F)C1)c1ccco1 (centres undefined),x,x,12%,x,13%,-10%,7%
O=C(NCc1cccc2ccccc12)c1cccs1,x,x,9%,x,43%[activator],0%,39%[activator]
Cc1ccc(NC(=O)Cn2nnc3ccccc3c2=O)cc1C,13,0%,9%,33,0%,0%,-1%
COC(=O)c1ccc(NC(=O)N(c2ccccc2)c2ccccc2)cc1,-4,13%,19%,-6,11%,-3%,0%
CC(=O)N1CCCN(Cc2cn(-c3ccc(C)cc3)nc2-c2cccc(C)c2)CC1,9,1%,-2%,20,9.3µM*,0%,u

# An excerpt from above, limited to Shiga toxin inh, Pf growth 48h and CHX counter:
SMILES | Shiga toxin inh | Pf growth 48h | CHX counter
Cc1ccc(C)c(N2N=C(C(=O)OCc3nnc(-c4ccccc4)o3)CCC2=O)c1 | x | -3% | x
COc1ccc(Cn2c(O)c(/C=C3/C=CC=N3)c(=O)[nH]c2=O)cc1 | 4 | 17% | 1
O=C(CC1C(=O)NCCN1Cc1cccc(F)c1)NCCCOc1cccnc1 (centres undefined) | -14 | 9% | 1

# Continuation.
SMILES,CHX counter,LmPK inh,AMA1 RON2 block,Shiga toxin inh,Pf growth 48h,Tb PYK inh,Pf growth 96h
COc1ccsc1C(=O)Nc1ccc(F)cc1F,30*,2%,-12%,31,35%[activator],-3%,35%
Cc1ccccc1N(CC(=O)NC1CCCCC1)C(=O)CNC(=O)c1cccs1,-2,11%,0%,-3,-23%,-1%,-3%
CN1CCN(Cc2nc3c(c(=O)n(C)c(=O)n3C)n2Cc2cccc3ccccc23)CC1,-2,4%,-2%,-15,u,5%,2%[5.75 µM]
O=C1CCCC/C1=C/NCc1ccccc1,12,-13%,8%,20,2%,4%,-3%
COC(=O)c1ccc(OC)c(CSc2nnc(COc3ccccc3)o2)c1,-3,5%,19%,-6,-3%,6%,-9%
CCN1CCN(C(=O)COc2ccc(S(=O)(=O)N3CCOCC3)cc2C)CC1,6,9%,-3%,-16,0%,0%,17%
S=c1[nH]nc(-c2ccco2)n1-c1ccccc1Cl,33*,u,24%,67*,u,u,31%[activator]
CC(C)(C)C1CCC(C(=O)OCC(=O)c2ccc[nH]2)CC1 (centres undefined),8,3%,8%,27*,-7%,-4%,6%
CCOc1ncccc1C(=O)OCCN1C(=O)c2ccccc2C1=O,-2,7%,0%,-15,14%,-2%,x
CC(=O)Nc1ccc(N/C=C(\C#N)S(=O)(=O)c2ccc(Cl)cc2)cc1,-2,-7%,-1%,4,16%,3%,11%
CCCNC(=O)C1CC(=O)N(c2ccc(OCc3ccc(F)cc3)cc2)C1 (centres undefined),33*,-9%,-2%,112*,243%[activator],-17%,u
Cc1ccc2c(c1)nc(-n1nc(C)cc1C)c1nnnn12,12,3%,9%,65,-17%,-5%,u
Cc1ccc(CNC(=O)C(NS(=O)(=O)c2cccc3nsnc23)c2ccccc2)cc1 (centres undefined),-3,1%,-19%,-10,u,-2%,-15%
CCSc1nnc(NC(=O)[C@H](C)NC(=O)c2ccccc2Cl)s1,-1,2%,-13%,-6,1%,2%,6%
Cn1c(=O)c2c(nc(SCc3nn[nH]n3)n2Cc2ccccc2F)n(C)c1=O,3,1%,2%,-8,-10%,-31%,-5%
CC(C)(C)c1ccc(C(=O)NN=C2CCCC2)cc1,9,-3%,25%,13,-20%,1%,10%
CCNC(=O)c1cc2c(=O)n3cccc(C)c3nc2n(CCc2ccccc2)c1=N,-1,-6%,-12%,-17,1.7µM*,-12%,x
C[C@H](NC(=O)OCc1ccccc1)c1nnc([C@H](C)NC(=O)OCc2ccccc2)o1,-1,2%,-1%,3,-9%,-5%,-6%
Cc1cccc(/C(N)=N/OC(=O)c2cccs2)c1,71*,13µM*,7%,106*,311%[activator],u,3%
O=C(O)Cc1sc(Nc2cccc3ccccc23)nc1-c1ccccc1,x,x,-4%,x,u,-2%,u
CN1CCN(C(=O)C2CCCN(c3ncnc4c3nc3n4CCCCC3)C2)CC1 (centres undefined),-3,3%,-9%,-3,u,-11%,1%
Cc1ccc(NC(=S)N(Cc2ccco2)C(C)c2cccs2)c(Cl)c1 (centres undefined),-5,2%,18%,-8,10%,1%,u

# Screens as filed in PubChem.
